EWS-Fli block – EWS/Fli transcriptional activity inhibition. A673 NR0B1-luciferase reporter, viability-normalised. inhibition, % at 12.6 µM. 350,000 compounds, 0.67% hits. AID 651661;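 active = mean inhibition of at least 50% after viability correction, with every replicate also passing that limit; inconclusive = mean reaches 50% but only one of two replicates passes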;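 note: firefly luciferase signal divided by Alamar Blue viability fluorescence both relative to DMSO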
RAD54 inh – inhibitors of human RAD54 branch migration; Q92698; RAD54 Holliday junction branch migration, FAM/BHQ fluorescence; inhibition, % at 10.4 µM; 360,000 compounds, 0.14% hits; AID 602329;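 active = mean normalized replicate activity at least 40 and at least half of replicates scoring 40 or more; inconclusive = only one of the two criteria met; inactive = mean below 40 and under half of replicates reaching 40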;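 note: 0% = median of neutral control wells and 100% = median of positive control wells; inhibitors cause a drop in the FAM fluorescence signal; in these data hits start at about 50%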
Target sequence (Q92698 whole entry, looked up): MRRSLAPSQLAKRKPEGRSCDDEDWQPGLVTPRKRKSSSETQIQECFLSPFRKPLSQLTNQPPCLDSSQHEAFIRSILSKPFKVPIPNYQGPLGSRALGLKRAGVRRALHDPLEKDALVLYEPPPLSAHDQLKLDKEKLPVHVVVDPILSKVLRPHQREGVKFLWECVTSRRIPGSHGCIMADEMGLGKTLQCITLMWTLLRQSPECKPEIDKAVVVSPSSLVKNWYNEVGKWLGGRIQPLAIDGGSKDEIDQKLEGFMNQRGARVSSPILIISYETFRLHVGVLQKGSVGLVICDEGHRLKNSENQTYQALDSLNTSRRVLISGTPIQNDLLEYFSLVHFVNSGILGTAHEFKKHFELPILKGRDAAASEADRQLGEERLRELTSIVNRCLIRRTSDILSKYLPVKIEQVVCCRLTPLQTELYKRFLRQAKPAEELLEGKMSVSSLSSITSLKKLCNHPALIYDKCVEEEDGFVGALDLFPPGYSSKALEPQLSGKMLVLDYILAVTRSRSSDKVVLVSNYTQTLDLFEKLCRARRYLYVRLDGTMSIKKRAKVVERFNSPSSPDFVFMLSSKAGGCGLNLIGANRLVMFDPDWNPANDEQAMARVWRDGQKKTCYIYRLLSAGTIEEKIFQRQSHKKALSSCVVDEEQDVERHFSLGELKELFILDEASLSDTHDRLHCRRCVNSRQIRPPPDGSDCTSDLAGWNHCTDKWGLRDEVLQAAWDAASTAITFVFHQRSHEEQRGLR
esBAF inh – blocks esBAF chromatin remodeling in mouse ES cells; reporter increase, % at 12.5 µM; 350,000 compounds, 2% hits; AID 602393; Bmi1-luciferase knock-in reporter, 24 h; 100% = twice the neutral-well signal; in the data active = activation above about 40%; inconclusive = no clear call, values can overlap the other calls;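 note: 0% = median of the plate's neutral control wells and 100% = double that signal; a rise in the Bmi1 reporter signal indicates esBAF inhibition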
RAD52 anneal inh – blocks human RAD52 DNA annealing; P43351; AID 651710; 360,000 compounds, 0.46% hits; inhibition, % at 18.7 µM; recombinant RAD52 DNA annealing, FRET fluorescence;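 active = every replicate showing at least 50% inhibition; inconclusive = mean inhibition at least 50% but not in every replicate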
S100A4 inh HTS – blocks human S100A4 binding to myosin IIA peptide. P26447. S100A4/TAMRA-MyoIIA peptide fluorescence polarization. inhibition, % at 10.7 µM. 360,000 compounds, 0.14% hits. AID 652163;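 active = mean inhibition of at least 70% across replicates, with every replicate also reaching that level; inconclusive = mean inhibition reaches 70% but some replicates fall short; inactive = mean inhibition below 70%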
Target sequence (P26447 whole entry, looked up): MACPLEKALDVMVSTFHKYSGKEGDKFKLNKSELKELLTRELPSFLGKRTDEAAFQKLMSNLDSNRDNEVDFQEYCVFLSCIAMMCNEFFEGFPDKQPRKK
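Material: S100A4 monomer protein / Buffer or medium: 50 mM HEPES pH 7.2, 10 mM CaCl2, 100 mM KCl / Times: 5 min incubation before reading / Benchmarks: neutral control DMSO, positive control TFP / Reagent: labelled myosin peptide probe, 5 nM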
XiGFP reactiv – reactivates the inactive X chromosome in mouse fibroblasts; 360,000 compounds, 0.055% hits; activation, % at 7.58 µM; XiGFP mouse fibroblasts, % GFP-positive cells imaging, 3 d; cells co-treated with 5-aza-dC sensitizer; scaled so ellipticine positive control = 100%; AID 743238;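 active = mean normalized replicate activation at least 10% and every replicate at or above 10%; inconclusive = only one of the two criteria met; inactive = mean below 10% and not all replicates reach 10%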;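 note: 0% = median of on-plate neutral control wells and 100% = ellipticine 6 µM median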
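assay system = SV40-immortalized XiGFP fibroblast cells, line 68-5-11 | buffer or medium = DMEM plus 5-aza-dC sensitizer | doses = single-point pinned compound dosing | times = 3-day compound exposure, then 15 min fixation at room temperature | benchmarks = positive control ellipticine, 6 µM final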
E-selectin induc – E-selectin induction on HUVECs; P16581; 260,000 compounds, 0.37% hits; activation, % at 7.58 µM; AID 686992; HUVEC E-selectin immunofluorescence imaging; normalized: neutral wells 0, TNF-alpha wells 100;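 active = mean E-selectin-positive cell signal at least 10% of the positive control, reached in at least 60% of replicates, without over 20% cell loss; inconclusive = no rule given, readout overlaps actives, possibly toxicity-flagged; inactive = the rest, including those meeting only one limit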;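 note: in these data hits start at about 27%; measured in HUVEC primary endothelial cells; signal is the percent of cells scored E-selectin positive by PE staining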
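assay system = HUVEC, human umbilical vein endothelial cells | input = 3,000 HUVEC seeded per well | medium = EGM-2 growth medium on 0.1% gelatin-coated wells | dosing = one compound dose added by pin transfer | signal = immunofluorescence imaging | read-out basis = % PE-positive cells | control set = TNF-alpha, DMSO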
FN deposit inh – fibronectin deposition inhibition | AH1F fibroblasts, Alexa488-fibronectin deposition fluorescence, overnight | inhibition, % at 12.6 µM | 350,000 compounds, 0.086% hits | AID 743247;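 active = mean inhibition across replicates of 30% or more, regardless of how many single replicates reach that level; inconclusive = mean under 30% yet at least half of replicates reach 30%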;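 note: positive control wells lacked labelled fibronectin entirely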
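material = AH1F fibroblast monolayer depositing Alexa488-labelled fibronectin into matrix | amount = 10000 AH1F cells/well | buffer or medium = DMEM plus 2% serum, read in PBS | incubation = 1 h cell adhesion before compound, then overnight fibronectin incubation | detection = fluorescence at 485 nm excitation, 525 nm emission | evaluation = percent inhibition as loss of matrix-bound fibronectin fluorescence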
* marks the source's active call; other numbers are inactive results; ? = inconclusive; · = no result given; & = joins results of further samples; ! = repeats disagree.

[1] Cc1cccc(NC(=S)NC2CC3C=CC2C3)c1 (configuration not stated)
[2] C[C@@H]1CN([C@@H](C)CO)C(=O)CCCn2cc(nn2)CO[C@@H]1CN(C)S(C)(=O)=O
[3] N#Cc1ccc(-c2ccc(C3[C@@H]4CN(C(=O)c5ccc6c(c5)OCO6)C[C@H]3N4)cc2)cc1 (some centres not stated)
[4] CCCCc1c(-c2ccccc2OC)ncn1C(C)c1ccc(Cl)cc1 (configuration not stated)
[5] O=C(COC(=O)c1cc2ccccc2o1)NCc1ccco1
[6] COc1ccc(-c2cc(C#N)nc(Oc3ccc(Cl)cc3)n2)cc1
[7] CCOc1ccc(NC(=O)CN(C)Cc2cc(=O)n3c(-c4ccccc4)csc3n2)cc1OCC
[8] CCN(Cc1ccncc1)C(=O)CSc1ccc2ccccc2c1
screen / no.	1	2	3	4	5	6	7	8
EWS-Fli block	-36	2	-8&-18	11	0	-4	10	11
RAD54 inh	-5	·	·	·	1	·	·	3
esBAF inh	10	1	·	·	-4	·	·	7
RAD52 anneal inh	-14	·	56*!	-34	-13	6	-13	-10
S100A4 inh HTS	-2	·	-7&0	10	-2	-1	-3	0
XiGFP reactiv	0.0	-0.7	0.1&0.0	0.0	0.8	-0.3	0.0	0.2
E-selectin induc	0.5	0.5	-0.8&0.6	-0.2	·	·	·	·
FN deposit inh	-2	6	-325&5	0	5	2	1	6

[9] Cc1ccc(OCCC(=O)OCC(=O)Nc2cc(C)nn2-c2ccccc2)cc1
[10] CNC(=O)CC(C(=O)O)c1ccc(OCC(C)C)cc1 (configuration not stated)
[11] Fc1ccc(-c2csc(=S)[nH]2)cc1
[12] COc1ccccc1N1CCN(C(=O)C2CCN(C(=O)c3ccccc3Cl)CC2)CC1
[13] C[C@H](CO)N1C[C@H](C)[C@H](CN(C)Cc2ccc(C(=O)O)cc2)Oc2ccc(NC(=O)C3CC3)cc2CC1=O
[14] Cc1ccc(-c2nnc(-c3cc(C)on3)o2)cc1
[15] CC1(C)CC(=O)N(c2ccc(Cl)c(Cl)c2)C(=O)C1
[16] COCC(=O)N(C)C[C@H]1Oc2cc(-c3ccc(C#N)cc3)ccc2S(=O)(=O)N([C@@H](C)CO)C[C@@H]1C
screen / no.	9	10	11	12	13	14	15	16
EWS-Fli block	·	4	-24	17	5	-30	4	-3
RAD54 inh	-8	1	·	0	0	5	13	3
esBAF inh	3	·	·	4	-7	-7	11	8
RAD52 anneal inh	-24	-9	-9	-10	-8	-18	-9	1
S100A4 inh HTS	1	-1	-3	0	-2	-2	-5	-25
XiGFP reactiv	0.5	0.0	0.0	0.1	0.1	-0.1	0.0	-0.9
E-selectin induc	0.2	-0.7	·	0.1	-0.1	·	0.2	0.0
FN deposit inh	·	-2	-5	-5	0	-5	4	-1

[17] Cc1cc(C)cc(OCC(=O)N(Cc2ccco2)c2c(N)n(Cc3ccccc3)c(=O)[nH]c2=O)c1
[18] C[C@H]1CN([C@@H](C)CO)S(=O)(=O)c2ccc(C#Cc3ccncc3)cc2O[C@@H]1CN(C)C(=O)Nc1ccc2c(c1)OCO2
[19] CN(C)C(=O)C[C@@H]1CC[C@H]2[C@@H](COC[C@H](O)CN2CC2CCCC2)O1
[20] COc1ccc(-n2nc(N)c(C(N)=O)n2)cc1
[21] COc1ccccc1NC(=O)OCC#CCOC(=O)Nc1ccccc1OC
[22] CN(C)C(=O)c1ccc(-c2ccc(C3[C@@H]4CN(Cc5cncnc5)C[C@H]3N4)cc2)cc1 (some centres not stated)
[23] COc1ccc(-c2ccc([C@@H]3[C@@H](C#N)N(C(=O)c4cccnc4)[C@H]3CO)cc2)cc1
[24] Cc1nc(C(F)(F)F)ccc1C(=O)N1CCC1(C)C(=O)NS(=O)(=O)c1ccccc1 (configuration not stated)
screen / no.	17	18	19	20	21	22	23	24
EWS-Fli block	4	55*	-2	-26	-3	13	0	-14
RAD54 inh	-2	2	-4	·	-4	·	-7	4
esBAF inh	30	-9	-5	·	3	·	1	1
RAD52 anneal inh	-13	-1	14	-9	-11	·	-31	6
S100A4 inh HTS	7	-18	-2	0	1	·	-4	0
XiGFP reactiv	0.1	-0.1	0.1	0.1	0.1	0.0&0.4	0.1	0.4
E-selectin induc	0.3	·	0.0	·	·	-0.1	0.2	·
FN deposit inh	3	·	7	15	0	-12&-2	-2	·

[25] CCCCCCn1c(=O)n2n(c1=O)[C@@H]1CN(S(=O)(=O)c3ccc(C)cc3)C[C@]1(O)[C@@H](OC(=O)NC1CCCC1)C2
[26] CC=Cc1ccc2n(c1=O)C[C@@H]1[C@@H](CO)[C@H](C(=O)NCCC)[C@H]2N1CC1CC1 (mixture of isomers)
[27] CCN(CC)C(=O)CCSc1nnc(-c2ccncc2)o1
[28] C[C@@H]1CCCCO[C@H](CN(C)C(=O)C2CCCCC2)[C@H](C)CN([C@@H](C)CO)C(=O)c2cc(N(C)C)ccc2O1
[29] CCOC(=O)N1CCN(C(=O)CCCn2c(=S)[nH]c3ccsc3c2=O)CC1
[30] CC(C)C[C@@H](COCc1cccc(Cl)c1)N1CCN(C(=O)c2ccc(C(F)(F)F)cc2)CCC1=O
[31] O=C(c1ccccn1)N1CC[C@@H]2[C@H](CO)Nc3ccc(Br)cc3[C@@H]21
[32] O=C(NCC1CCCO1)c1cnn2c(C(F)F)cc(C3CC3)nc12 (configuration not stated)
screen / no.	25	26	27	28	29	30	31	32
EWS-Fli block	2	-2	3	1	-9	0	-28	·
RAD54 inh	-12	4	·	-9	·	·	-8	-1
esBAF inh	2	-1	·	-6	·	·	14	-5
RAD52 anneal inh	-12	7	-5	-4	-12	2	-22	-22
S100A4 inh HTS	-2	3	8	-3	-6	?	-8	-4
XiGFP reactiv	0.7	0.3	0.0	0.1	0.0	0.0	0.5	0.5
E-selectin induc	0.0	0.1	-0.5	-0.2	0.5	2.6	0.9	-0.5
FN deposit inh	0	·	0	·	-8	9	-8	·

[33] CC(C)NC(=O)Nc1ccc2c(c1)CC(=O)N([C@H](C)CO)C[C@H](C)[C@H](CN(C)C(=O)Nc1ccc(C(F)(F)F)cc1)O2
[34] CC(C)NC(=O)Nc1cccc2c1O[C@H](CN(C)Cc1ccc(C(=O)Nc3ccccc3N)cc1)[C@H](C)CN([C@@H](C)CO)C2=O
[35] Cc1ccc(NC(=O)c2cccc(S(=O)(=O)N3CCN(C)CC3)c2)cc1F
[36] O=C(C[C@@H]1C[C@@H]2c3cc(NS(=O)(=O)c4ccc(F)cc4)ccc3O[C@@H]2[C@@H](CO)O1)NC1CCCC1
[37] CC(C)(C)N(Cc1ccccc1)C(=O)c1cccs1
[38] CCOC(=O)c1[nH]c2ccccc2c1NC(=O)NC(C)C
[39] O=C(CSc1nc2[nH]ncc2c(=O)[nH]1)c1ccccc1
[40] C[C@H](CO)N1C[C@H](C)[C@@H](CN(C)S(=O)(=O)c2ccccc2)Oc2cc(Br)ccc2S1(=O)=O
screen / no.	33	34	35	36	37	38	39	40
EWS-Fli block	-2	0	11	1	7	7	-1	1
RAD54 inh	7	·	-5	2	4	3	·	-1
esBAF inh	-5	·	-3	8	-10	·	·	2
RAD52 anneal inh	17	1	-13	4	0	-3	-31	10
S100A4 inh HTS	-3	-3	0	-4	0	-4	0	-17
XiGFP reactiv	-0.4	0.0	-0.1	0.0	0.0	0.0	0.0	-0.4
E-selectin induc	0.2	-1.6	·	0.0	·	0.2	·	1.6
FN deposit inh	·	·	4	-14	-5	-8	2	-4

From no. 33 as far as 34, as listed above:
[33] CC(C)NC(=O)Nc1ccc2c(c1)CC(=O)N([C@H](C)CO)C[C@H](C)[C@H](CN(C)C(=O)Nc1ccc(C(F)(F)F)cc1)O2
[34] CC(C)NC(=O)Nc1cccc2c1O[C@H](CN(C)Cc1ccc(C(=O)Nc3ccccc3N)cc1)[C@H](C)CN([C@@H](C)CO)C2=O
screen / no.	33	34
EWS-Fli block	-2	0
RAD54 inh	7	·
esBAF inh	-5	·
RAD52 anneal inh	17	1
S100A4 inh HTS	-3	-3
XiGFP reactiv	-0.4	0.0
E-selectin induc	0.2	-1.6
FN deposit inh	·	·

Arranged by heavy-atom count (low to high): part of the list above.
[37] CC(C)(C)N(Cc1ccccc1)C(=O)c1cccs1
[35] Cc1ccc(NC(=O)c2cccc(S(=O)(=O)N3CCN(C)CC3)c2)cc1F
[36] O=C(C[C@@H]1C[C@@H]2c3cc(NS(=O)(=O)c4ccc(F)cc4)ccc3O[C@@H]2[C@@H](CO)O1)NC1CCCC1
screen / no.	37	35	36
EWS-Fli block	7	11	1
RAD54 inh	4	-5	2
esBAF inh	-10	-3	8
RAD52 anneal inh	0	-13	4
S100A4 inh HTS	0	0	-4
XiGFP reactiv	0.0	-0.1	0.0
E-selectin induc	·	·	0.0
FN deposit inh	-5	4	-14

Next records follow:
[41] CCOC(=O)CN1C(=O)CN(c2ccc(C)cc2)C1=O
[42] O=C1NC(=O)C(c2ccccc2)(c2ccccc2)N1S(=O)(=O)c1ccccc1
[43] COc1cc(OC)cc(C(=O)Nc2ccc(S(=O)(=O)Nc3ncccn3)cc2)c1
[44] CO[C@H]1CN(C)C(=O)c2cc(NC(=O)c3ccccc3)ccc2OC[C@@H](C)N(C(=O)CN(C)C)C[C@H]1C
[45] CCCNC(=O)C[C@H]1C[C@@H]2c3cc(NC(=O)Nc4ccc(OC)cc4)ccc3O[C@@H]2[C@H](CO)O1
[46] COc1ccc(N(C(=O)Cn2nnc(-c3ccc(F)cc3)n2)C(C)C(=O)NC2CCCC2)cc1OC (configuration not stated)
[47] CC(=O)NCC(c1cccs1)S(=O)(=O)c1ccc(F)cc1 (configuration not stated)
[48] O=C(O)C1C2CCC(C2)C1C(=O)NCCc1ccc(F)cc1 (configuration not stated)
[49] CC(C)c1ccc(N(C(=O)c2csnn2)C(C(=O)NC2CCCC2)c2ccncc2)cc1 (configuration not stated)
[50] Cc1cc(C(=O)N2CCCC(N3CCN(c4ccccc4C)CC3)C2)n(C)n1 (configuration not stated)
screen / no.	41	42	43	44	45	46	47	48	49	50
EWS-Fli block	-70	1	-7	-1	-1	10	-3	-6	-53	3
RAD54 inh	·	·	·	3	0	-2	-17	-12	-5	-7
esBAF inh	·	·	·	0	4	1	-5	-7	36	2
RAD52 anneal inh	-15	39	5	-2	-7	-7	-6	-3	-17	-11
S100A4 inh HTS	-1	0	0	3	-16	2	16	-3	-6	0
XiGFP reactiv	0.0	0.0	-0.1	0.2	0.0	0.1	0.0	0.0	0.0	0.2
E-selectin induc	·	1.4	-0.1	-0.1	0.1	·	-0.6	0.3	1.6	·
FN deposit inh	1	·	3	7	1	5	-3	7	1	6

Compound activity from PubChem.
